Screening data (PubChem BioAssay)
PKA-R2B act: activators of PKA-R2B holoenzyme, primary screen, biochemical, fluorescence polarization, Cy5-IP20, human; cAMP-dependent protein kinase catalytic subunit beta (Homo sapiens) + cAMP-dependent …; PKA-R2B holoenzyme dissociation; R2B truncated from residue 108, S112A mutant; 0% DMSO only, 100% 113 µM cGMP; AID 504700, 2011; activation, % at 11.4 µM; 0.079% of 340,000 active;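 active means activation above a cutoff set at the mean over all compounds plus 3 SD, cut at about 18% in these data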;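 further: higher means more holoenzyme dissociation and a rise in polarization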
DAGLB inhibitor: DAGLB lipase inhibitors, primary screen, biochemical, fluorescence, HTS; HEK293T DAGLB membrane lysate, EnzChek fluorogenic substrate; inhibition, % at 5.17 µM; 0.059% of 340,000 active; in the data active means inhibition above about 34%;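 further: 0% = enzyme with vehicle and 100% = wells lacking enzyme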
Target sequence (Q8NCG7 whole entry, looked up): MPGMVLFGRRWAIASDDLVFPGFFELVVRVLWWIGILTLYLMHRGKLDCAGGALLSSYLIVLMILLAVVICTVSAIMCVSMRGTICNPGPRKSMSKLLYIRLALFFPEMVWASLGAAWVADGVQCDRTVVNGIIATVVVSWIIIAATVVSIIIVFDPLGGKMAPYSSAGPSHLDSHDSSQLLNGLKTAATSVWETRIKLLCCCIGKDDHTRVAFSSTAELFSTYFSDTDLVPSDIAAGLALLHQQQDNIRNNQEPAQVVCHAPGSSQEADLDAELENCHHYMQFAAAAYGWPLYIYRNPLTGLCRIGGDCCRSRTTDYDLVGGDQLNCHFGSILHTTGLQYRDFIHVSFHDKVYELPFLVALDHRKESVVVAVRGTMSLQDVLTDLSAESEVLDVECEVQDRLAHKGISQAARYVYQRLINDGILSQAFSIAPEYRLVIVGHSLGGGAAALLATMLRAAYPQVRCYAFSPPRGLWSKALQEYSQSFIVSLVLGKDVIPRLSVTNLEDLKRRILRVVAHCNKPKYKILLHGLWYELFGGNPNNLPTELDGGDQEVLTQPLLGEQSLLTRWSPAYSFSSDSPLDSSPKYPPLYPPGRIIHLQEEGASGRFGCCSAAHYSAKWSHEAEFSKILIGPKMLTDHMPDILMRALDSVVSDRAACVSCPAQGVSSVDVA
MOR-DOR ag: agonists of OPRM1-OPRD1 heterodimerization, primary screen, cell-based, luminescence. activation, % at 9.3 µM. cells. 0.3% of 340,000 active. Mu-type opioid receptor (Homo sapiens) + Delta-type opioid receptor (Homo sapiens), …; in the data active means activation above about 18%;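 further: 0% = vehicle-treated cells and 100% = reference agonist; values of inactives mirror those of a sister screen read the other way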
DSG3 Ab inh: inhibitors of pemphigus antibody binding to DSG3, primary screen, biochemical, bead-based, flow cytometry, scFv-GFP; Desmoglein-3 (Homo sapiens), P32926; DSG3-coupled beads, scFv-anti-DSG3-GFP binding; hits give low values; binding (percent of control), % at 10 µM; 0.48% of 310,000 active; AID 588358, 2011;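 active means binding more than 3 SD below its plate's average and above zero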;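 further: hits lower antibody fragment binding to DSG3; some compounds called inactive have numbers as strong as hits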
Arr AP2 block: inhibitors of beta-arrestin/AP2 binding, primary screen, biochemical, GPCR trafficking, flow cytometry; beta-arrestin 1 C-terminal peptide binding to AP2 beta2-adaptin appendage (human); FITC-arrestin peptide / GST-AP2 beads; AP2 beta2 appendage carries R879A mutation; inhibition, % at 10 µM; 0.31% of 340,000 active;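 active means inhibition above a set limit, near 3 SD of compounds lacking own fluorescence, cut at about 54% in these data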;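 further: plate controls were DMSO wells for no effect and 5 µM unlabelled arrestin peptide for full effect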
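Material – AP2 appendage R879A on GSH beads · Buffer or medium – PBS with 0.05% Tween 20 and 0.1% BSA · Probe or stimulus – fluorescein-tagged arrestin peptide at 50 nM final · Incubation – compound with beads 12 min RT, then probe 1 h RT · Detection – high-throughput flow cytometry of beads, ex 488, em 535 nm · Evaluation – percent response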
V-ATPase pH: regulators of yeast V-ATPase proton pumping, primary screen, pHLuorin cytosolic pH fluorescence; S. cerevisiae; response, % at 10 µM; 0.37% of 350,000 active; in the data active means response mostly above about 7.3%, no sharp cut-off; inactive means mostly below about 5.4%; further: actives read high; inactives centre near 0; some compounds called inactive have numbers as strong as hits; reference of the scale not given here
MOR-DOR inv ag: inverse agonists of MOR-DOR heterodimerization, primary screen, cell-based, luminescence; Mu-type opioid receptor (Homo sapiens) + Delta-type opioid receptor (Homo sapiens), …; cell-based MOR-DOR heterodimer luminescence, inverse agonism; inhibition, % at 9.3 µM; 0.21% of 340,000 active; AID 504357, 2011; in the data active means inhibition above about 22%, passing the limit was not always enough;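 further: 0% = cells with DMSO and 100% = wells without cells with DMSO; values of inactives mirror those of a sister screen read the other way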
PKA-R1A activ: activators of PKA-R1A holoenzyme, primary screen, biochemical, fluorescence polarization, Cy5-IP20, bovine R1A, mouse PKAc; cAMP-dependent protein kinase type I-alpha regulatory subunit (Bos taurus) + …; PKA-R1A dissociation; scaled: DMSO 0%, 113 µM cGMP 100%; activation, % at 11.4 µM; 0.083% of 340,000 active; AID 504707, 2011;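 active means percent activation above the mean of all tested compounds plus 3 SD, cut at about 19% in these data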;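 further: higher means more PKAc released from R1A so a rise in polarization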
HTR5A ag: HTR5A agonists in luminescence cell assay, primary screen, counter-screen for OPRM1-OPRD1 heterodimer agonist project, full-deck HTS; AID 504692, 2011; 0.61% of 340,000 active; activation, % at 9.3 µM; cell-based; 5-hydroxytryptamine receptor 5A (Homo sapiens), P47898; in the data active means activation mostly above about 9.5%, no sharp cut-off; inactive means mostly below about 7.6%;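 further: 0% = cells with vehicle only and 100% = reference agonist; strong numbers were not always called active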
Target sequence (P47898 whole entry, looked up): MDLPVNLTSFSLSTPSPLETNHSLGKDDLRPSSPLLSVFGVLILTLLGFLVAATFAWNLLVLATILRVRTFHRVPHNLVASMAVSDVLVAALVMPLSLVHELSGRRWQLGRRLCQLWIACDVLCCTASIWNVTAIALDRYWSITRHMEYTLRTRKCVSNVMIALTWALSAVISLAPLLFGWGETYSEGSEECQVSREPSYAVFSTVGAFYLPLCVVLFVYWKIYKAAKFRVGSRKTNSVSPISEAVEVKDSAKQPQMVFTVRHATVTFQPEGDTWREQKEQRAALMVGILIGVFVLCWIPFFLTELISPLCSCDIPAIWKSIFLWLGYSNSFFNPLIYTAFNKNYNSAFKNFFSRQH
HTR5A inv ctr: HTR5A inverse agonists in luminescence cell assay, primary screen, counter-screen for OPRM1-OPRD1 heterodimer inverse agonist project, full-deck HTS. 5-hydroxytryptamine receptor 5A (Homo sapiens), P47898. HTR5A cell line, inverse agonism. inhibition, % at 9.3 µM. 0.083% of 340,000 active. AID 504634, 2011; in the data active means inhibition mostly above about 23%, no sharp cut-off; inactive means mostly below about 18%;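 further: 0% = cells with DMSO and 100% = no-cell wells with DMSO; some compounds called inactive have numbers as strong as hits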
An asterisk follows results filed as active; x = no result given.

SMILES	PKA-R2B act	DAGLB inhibitor	MOR-DOR ag	DSG3 Ab inh	Arr AP2 block	V-ATPase pH	MOR-DOR inv ag	PKA-R1A activ	HTR5A ag	HTR5A inv ctr
O=c1cc(-c2ccccc2)nc(SCCOc2ccccc2Cl)[nH]1	3	-4	0.3	97	8	0	-2	7	1	18
COc1ccc(CCNC(=O)c2cccnc2Cl)cc1OC	-4	-1	-0.2	107	-1	1	1	-6	-3	-1
O=C(CNC(=O)c1ccc(Br)o1)NCC1CCCO1 (configuration not stated)	8	-2	0.5	112	-11	0	-2	6	2	-4
O=C(Nc1nccs1)C1CCN(S(=O)(=O)c2cnc[nH]2)CC1	-7	-3	1.9	111	3	-2	-11	1	2	-5
Cc1noc(C(=O)NCC2CCCO2)c1Cl (configuration not stated)	-4	1	-3.5	97	2	-1	18	-5	-1	4
CCOc1ccc(C(=O)N[C@H](C(=O)Nc2ccccc2OC)C(C)C)cc1	1	0	1.5	119	18	-2	-12	0	4	-13
Cc1nc(N2CCCCC2)c2c(C)c(C(=O)Nc3ccc4c(c3)OCCO4)sc2n1	-10	-2	1.6	132	3	-8	-8	-10	-2	6
COc1ccc(N(Cc2cc3cccc(C)c3[nH]c2=O)S(C)(=O)=O)cc1	-5	-2	-2.2	x	6	-1	12	10	-2	-31
CCc1c(C(=O)NNC(=S)NC2CCCCC2)csc1C	-6	-2	-1.4	101	21	-2	7	-7	2	-3
COc1cc(S(=O)(=O)N2CCOCC2)ccc1N	0	-3	-3.5	102	13	0	18	-8	4	-10
C/C(=N\OC(=O)c1c(-c2c(F)cccc2Cl)noc1C)c1nccs1	1	0	-0.1	106	-23	3	1	-7	-1	2
O=C(O)CCN1C(=O)S/C(=C\c2cccnc2)C1=O	-21	-4	-1.4	102	0	1	7	3	8	5
CCOC(=O)C1CCCN(Cc2c(C(=O)N3CCCCC3)nc3c(C)cccn23)C1 (configuration not stated)	-5	-1	-0.8	104	-11	-1	4	-7	1	-1
Cc1ccc(CN2CCN(C(=O)CCN3C(=O)c4ccccc4C3=O)CC2)cc1	10	0	-0.1	105	-41	3	1	-15	3	-51
Clc1ccc(OCc2nn3c(-c4ccco4)nnc3s2)c(Cl)c1	-4	2	3.2	99	-7	1	-16	-1	-6	-12
Cc1ccc(O)c(-c2cc(C(=O)NCc3ccccc3)[nH]n2)c1	-6	4	-0.1	112	-5	-4	1	-5	-1	7
CCOc1cccc(NC(=O)Cn2nc(-c3ccc4c(c3)OCCO4)ccc2=O)c1	7	-3	-2.1	126	3	3	12	7	2	-13
O=C(NC(O)C(=O)c1ccccc1)c1ccccn1 (configuration not stated)	7	0	-1.9	112	1	-1	10	-4	8	-22
O=C(Nc1ccc(F)cc1)OCCOc1ccc(Br)cc1	-16	-13	7.5	91	-19	-1	-39	-10	-1	3
Cc1ccc(C2=NN(C3=NN=C(N)Cc4ncnn43)C(O)(C(F)(F)F)C2)cc1 (configuration not stated)	-2	0	0.0	99	-3	-1	0	-4	3	-9
O=C(/C=C/c1cccs1)c1cc(Br)ccc1OC(=O)N1CCOCC1	-11	-2	-2.5	97	1	0	13	-4	1	-3
O=C1OC2(c3ccccc3)C3CCCC2C13	1	0	-0.9	241	5	0	5	-8	-2	-6
COc1ccc(NS(=O)(=O)NC(=O)c2c[nH]c3ccccc23)cc1	-8	1	-2.8	102	-5	0	15	-24	2	-10
CC(NC(=O)Cc1ccc(S(=O)(=O)N2CCOCC2)s1)c1ccc(Cl)c(Cl)c1 (configuration not stated)	-11	1	-1.9	107	-1	-2	10	-4	3	-8
Oc1ccccc1/C=N/n1c(COc2ccccc2)n[nH]c1=S	-11	5	-0.2	95	9	0	1	0	-1	4

Full records, quoted from the list. Order of values: PKA-R2B act	DAGLB inhibitor	MOR-DOR ag	DSG3 Ab inh	Arr AP2 block	V-ATPase pH	MOR-DOR inv ag	PKA-R1A activ	HTR5A ag	HTR5A inv ctr
`COc1cc(S(=O)(=O)N2CCOCC2)ccc1N` is listed with 0	-3	-3.5	102	13	0	18	-8	4	-10
`COc1ccc(CCNC(=O)c2cccnc2Cl)cc1OC` is listed with -4	-1	-0.2	107	-1	1	1	-6	-3	-1
`CCOc1ccc(C(=O)N[C@H](C(=O)Nc2ccccc2OC)C(C)C)cc1` is listed with 1	0	1.5	119	18	-2	-12	0	4	-13

Following part:
SMILES	PKA-R2B act	DAGLB inhibitor	MOR-DOR ag	DSG3 Ab inh	Arr AP2 block	V-ATPase pH	MOR-DOR inv ag	PKA-R1A activ	HTR5A ag	HTR5A inv ctr
Cn1c(=O)c2c(nc(N3CCCCC3)n2C)n(C)c1=O	-12	-3	-2.4	102	-5	1	13	-15	0	1
COc1ccc(C2=CC(=O)OC3(CCCCC3)O2)cc1	-3	-3	0.4	x	3	-2	-2	-9	-4	-1
CC(C(=O)NC1=NCCS1)(C(F)(F)F)C(F)(F)F	-2	-7	-3.5	103	33	1	15	-7	-3	8
CCc1cccc(Nc2cc(C)nc3nc(C)nn23)c1	4	-1	1.8	116	5	3	-9	-7	2	-5
O=C(Cc1ccccn1)c1ccc(F)cc1	-9	-1	-4.5	97	-1	-1	21	-3	1	-16
CCCc1c(C(=O)OCC)sc(N)c1C#N	-4	-5	3.2	99	23	-3	-16	-4	4	-10
Nc1nc2cc(S(=O)(=O)NC3=NCCCCC3)ccc2s1	-3	-2	-0.5	97	5	4	2	0	1	-11
O=C1CCNc2c(Cl)cccc21	-2	-1	1.1	107	1	0	-6	6	-1	9
O=C(CN1C(=O)C(=O)N(C2CCCC2)C1=O)Nc1ccc(OC(F)F)cc1	-1	-4	0.0	99	-4	1	0	0	3	-5
Cc1cc(S(=O)(=O)N2CCCC2)ccc1OCC(=O)Nc1ccccc1	5	1	-1.3	93	64*	-3	7	7	1	-9
CCn1c(SCC(=O)Nc2ccc3c(c2)OCCO3)nc2c(c1=O)SC(C)C2 (configuration not stated)	-4	1	-3.0	106	5	-1	15	0	4	-9
CCOc1ccc(NC(=O)CN(C)C(=O)CN2C(=O)c3ccc([N+](=O)[O-])cc3C2=O)cc1OCC	-9	3	4.9	92	6	-1	-33	6	5	-14
CCOC(=O)c1[nH]c2ccccc2c1NC(=O)CN1CCCCC1	3	1	-2.5	x	3	9	12	2	2	9
CCc1cc2c(COC(=O)c3cccc(NS(C)(=O)=O)c3)cc(=O)oc2cc1O	-11	2	10	98	4	4	-86	14	12*	-16
Cc1ccc(CC(=O)N/N=C/c2ccc(OC(=O)c3ccc([N+](=O)[O-])cc3)cc2)cc1	-11	0	0.8	99	-5	-1	-4	-8	-1	-12
CC(=O)Nc1ccc(S(=O)(=O)N2CCSC2c2ccccc2Cl)cc1 (configuration not stated)	-7	-1	-1.0	75	-4	-5	6	-7	-2	23
O=C(O)CC1COc2ccccc2N1S(=O)(=O)c1ccc(Br)cc1 (configuration not stated)	4	0	-1.1	96	-11	-3	5	-8	0	-1
CC(C)(C)N=C1SCC(C)(/C=N/O)S1 (configuration not stated)	-14	1	-0.6	101	-3	0	3	-2	-4	-12
COc1cc(OC)c(OC)cc1C=Cc1ccc2ccccc2n1	-7	-3	x	109	x	0	x	-2	x	x
COc1ccc(C(CNS(=O)(=O)c2ccc(NC(C)=O)c(OC)c2)N2CCCCC2)cc1 (configuration not stated)	9	-1	-1.0	100	23	1	5	5	-1	4
CCOC(=O)Cc1csc(NC(=S)NC(=O)c2ccc(C)cc2)n1	-7	-9	-2.1	85	5	0	10	0	1	17
Cc1ccc(-c2nnn(C(C)C(=O)N3c4ccccc4CCc4ccccc43)n2)cc1 (configuration not stated)	11	0	1.1	x	-5	0	-5	-4	0	0
CC1CCCCN1C(=O)c1cc(Cl)ccc1[N+](=O)[O-] (configuration not stated)	-4	-2	1.8	102	13	0	-9	-4	2	-7
CCCCN1C(N)=NC[C@@H]1CC1CCCCC1	-19	-1	-1.9	106	21	-1	11	4	-2	6
CCN(CC)CCN(C(=O)c1ccc2c(c1)OCCO2)c1nc2cc(C)cc(C)c2s1	-11	-5	1.1	101	0	1	-5	-12	2	3
CCOC(=O)c1c(NC(=O)COC(=O)CC(NC(C)=O)c2ccccc2)sc(C(=O)NC)c1C (configuration not stated)	8	-4	-1.6	111	3	-1	9	3	2	-5
O=[N+]([O-])c1ccc(Cl)c(CN2CCC(O)CC2)c1	-5	2	-1.4	104	-8	-2	7	0	-3	-11
COc1ccc(N2CCOCC2)c(NC(=O)c2ccc(Br)o2)c1	2	-6	0.5	109	-6	-1	-2	-10	-1	10

Reformatted: results already given
Molecule | PKA-R2B act | DAGLB inhibitor | MOR-DOR ag | DSG3 Ab inh | Arr AP2 block | V-ATPase pH | MOR-DOR inv ag | PKA-R1A activ | HTR5A ag | HTR5A inv ctr
O=C(O)CCN1C(=O)S/C(=C\c2cccnc2)C1=O | -21 | -4 | -1.4 | 102 | 0 | 1 | 7 | 3 | 8 | 5
CCOC(=O)C1CCCN(Cc2c(C(=O)N3CCCCC3)nc3c(C)cccn23)C1 (configuration not stated) | -5 | -1 | -0.8 | 104 | -11 | -1 | 4 | -7 | 1 | -1
Cc1ccc(CN2CCN(C(=O)CCN3C(=O)c4ccccc4C3=O)CC2)cc1 | 10 | 0 | -0.1 | 105 | -41 | 3 | 1 | -15 | 3 | -51
Clc1ccc(OCc2nn3c(-c4ccco4)nnc3s2)c(Cl)c1 | -4 | 2 | 3.2 | 99 | -7 | 1 | -16 | -1 | -6 | -12
Cc1ccc(O)c(-c2cc(C(=O)NCc3ccccc3)[nH]n2)c1 | -6 | 4 | -0.1 | 112 | -5 | -4 | 1 | -5 | -1 | 7

Some entries already given, limited to PKA-R2B act, MOR-DOR ag and DAGLB inhibitor:
Compound	PKA-R2B act	MOR-DOR ag	DAGLB inhibitor
CC(C(=O)NC1=NCCS1)(C(F)(F)F)C(F)(F)F	-2	-3.5	-7
CCc1cccc(Nc2cc(C)nc3nc(C)nn23)c1	4	1.8	-1
O=C(Cc1ccccn1)c1ccc(F)cc1	-9	-4.5	-1
CCCc1c(C(=O)OCC)sc(N)c1C#N	-4	3.2	-5
